Compound activity from PubChem.
TDP2 inh = TDP2 (human) inhibition, absorbance primary screen; AID 720702; 370,000 compounds, 0.34% hits; recombinant TDP2, T5PNP hydrolysis, p-nitrophenol absorbance 415 nm; inhibition, % at 12.8 µM;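 active means inhibition above the mean of all tested compounds plus 3 SD, set per campaign, cut at about 25% in these data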;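 further: 0% = DMSO with enzyme and 100% = buffer with substrate but no TDP2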
Target sequence (O95551 whole entry, looked up): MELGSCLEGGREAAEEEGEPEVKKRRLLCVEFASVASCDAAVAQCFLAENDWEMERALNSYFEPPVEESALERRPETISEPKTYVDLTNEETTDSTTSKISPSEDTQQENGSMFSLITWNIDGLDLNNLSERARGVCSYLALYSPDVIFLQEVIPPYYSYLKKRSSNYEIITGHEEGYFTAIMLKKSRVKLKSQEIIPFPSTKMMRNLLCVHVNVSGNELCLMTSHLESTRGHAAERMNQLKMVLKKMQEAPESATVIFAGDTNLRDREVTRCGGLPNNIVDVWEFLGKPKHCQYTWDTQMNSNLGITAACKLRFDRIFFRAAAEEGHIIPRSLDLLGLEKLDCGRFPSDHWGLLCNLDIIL
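Incubation: 2 h at 37 °C; Test system: recombinant human TDP2; Quantity: enzyme 120 nM; Read-out basis: percent inhibition; Medium: 50 mM Tris-HCl pH 7.5 with Mg2+, KCl, DTT, BSA; Repeats: single replicate; Compound: 12.8 µM single point, 1% DMSO; Signal: epi absorbance; Reagent: 5 mM T5PNP chromogenic substrate; Benchmarks: no-enzyme high, DMSO-plus-enzyme low.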
ADAM17 inh = inhibits human ADAM17. P78536. recombinant ADAM17, EDANS/DABCYL FRET peptide cleavage. inhibition, % at 6.95 µM. 370,000 compounds, 0.83% hits;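 active means inhibition above the mean of compounds lying between control limits plus 3 SD, set per campaign, cut at about 8.5% in these data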;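 further: 0% = DMSO-only wells as the low control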
PLCb3 inh = inhibitors of human phospholipase C beta3; AID 720704; Purified PLC-beta3, fluorogenic substrate, fluorescence; inhibition, % at 12.2 µM; 370,000 compounds, 0.18% hits; in the data active means inhibition above about 11%;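 further: 0% = median of compound wells on plate and 100% = full blocker control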
DDE Tn7 FP inh = inhibitors of Tn7 peptide binding to human fibrin DD(E). FP displacement of FITC-Tn7 peptide from fibrin DD(E); 0% = median of compound wells per plate. inhibition, % at 8.3 µM. 370,000 compounds, 0.13% hits. AID 720508;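 active means inhibition above the mean of compounds falling within the control limits plus 3 SD of them, cut at about 14% in these data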;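 further: 0% = plate median of compound wells and 100% = 10 µM Aha-Tn7 peptide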
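Measure: % inhibition scaled between sample-field median and high-control FP; Test system: human fibrin DD(E); Quantity: 2 µM final DD(E) protein; Doses: one dose, 8.3 µM nominal; Schedule: compound with protein 10 min, then 3 h after probe, room temperature; Detection: fluorescence polarization; Medium: Tris buffer with calcium and detergent, pH 7.8.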
ADAM10 inh = inhibitors of human ADAM10; O14672; recombinant ADAM10, EDANS/DABCYL FRET peptide cleavage, 3 h; inhibition, % at 7 µM; 370,000 compounds, 0.62% hits;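 active means inhibition above a per-campaign cutoff equal to the mean of compounds falling between control-based bounds plus 3 SD, cut at about 20% in these data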;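 further: 0% = DMSO wells while the 100% control is not disclosed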
Tn6 DDE FP = DD(E)-Tn6 binding inhibition, primary FP screen | P02675 | 370,000 compounds, 0.21% hits | inhibition, % at 8.3 µM | Fibrin DD(E) TRITC-Tn6 fluorescence polarization displacement;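 active means inhibition above a per-campaign cutoff: mean of compounds within control limits plus 3 SD, cut at about 15% in these data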;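 further: 0% = median of all compound wells on the plate and 100% = blocking peptide control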
ARFGAP1 inhibitor = rat ARFGAP1 inhibition | Arfgap1-stimulated ARF1 GTP hydrolysis, GDP FP detection | inhibition, % at 16.5 µM | 360,000 compounds, 0.26% hits | AID 651572;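 active means inhibition above a per-plate limit, mean inhibition of low control wells plus 3 SD, cut at about 25% in these data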;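 further: 0% = DMSO wells with enzyme and 100% = wells lacking Arfgap1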
Target sequence (Q62848 1-136 limits assumed): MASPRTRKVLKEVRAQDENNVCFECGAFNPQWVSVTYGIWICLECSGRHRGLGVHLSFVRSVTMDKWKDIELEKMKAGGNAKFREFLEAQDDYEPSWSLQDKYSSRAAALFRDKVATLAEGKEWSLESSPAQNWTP
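System: truncated rat Arfgap1 GAP domain / Benchmarks: high control wells lacking Arfgap1, low control full reaction with DMSO / Times: compound-enzyme preincubation 20 min, reaction 120 min, detection 60 min, 25 °C / Repeats: one replicate per compound / Also added: human ARF1(Δ1-17)-GTP substrate / Measured by: Tracer-displacement fluorescence polarization with EDTA stop, 620/688 nm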
PLCg1 inh = blocks human PLC-gamma1 enzyme activity. 370,000 compounds, 0.84% hits. purified PLC-gamma1, fluorogenic substrate, fluorescence. P19174. inhibition, % at 12.2 µM; in the data active means inhibition above about 9.5%
SIAE inh = inhibitors of human sialic acid acetylesterase SIAE; Q9HAT2; SIAE FP-Rh probe binding, fluorescence polarization; inhibition, % at 9.66 µM; 370,000 compounds, 0.69% hits; AID 1053197;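 active means inhibition above a cutoff: mean of compounds within the control limits plus 3 SD of those, cut at about 17% in these data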;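 further: 0% = plate median of compound wells and 100% = probe without SIAE protein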
Target sequence (Q9HAT2 whole entry, looked up): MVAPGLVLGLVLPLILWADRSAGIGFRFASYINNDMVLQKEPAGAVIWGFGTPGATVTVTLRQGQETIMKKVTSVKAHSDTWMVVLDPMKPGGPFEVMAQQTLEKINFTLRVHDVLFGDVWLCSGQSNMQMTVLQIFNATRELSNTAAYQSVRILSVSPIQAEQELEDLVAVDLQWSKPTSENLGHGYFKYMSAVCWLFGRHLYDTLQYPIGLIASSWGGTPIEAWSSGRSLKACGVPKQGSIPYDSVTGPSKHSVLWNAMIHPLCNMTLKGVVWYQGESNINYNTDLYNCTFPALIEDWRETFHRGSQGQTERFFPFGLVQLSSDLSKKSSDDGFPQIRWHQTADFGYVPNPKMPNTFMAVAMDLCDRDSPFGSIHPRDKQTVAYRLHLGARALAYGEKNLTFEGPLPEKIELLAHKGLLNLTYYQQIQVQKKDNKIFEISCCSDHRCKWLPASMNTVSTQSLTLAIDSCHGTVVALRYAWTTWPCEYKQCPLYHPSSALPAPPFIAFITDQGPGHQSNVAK
ASAP1 GAP inh = ASAP1 ArfGAP inhibition. 360,000 compounds, 0.19% hits. ASAP1-stimulated ARF1 GTP hydrolysis, GDP FP detection. Q9ULH1. inhibition, % at 16.5 µM; in the data active means inhibition above about 25%;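 further: 0% = vehicle with enzyme and substrate and 100% = no enzyme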
The depositor's hits bear a star; i = inactive; · = no result given.

SMILES	TDP2 inh	ADAM17 inh	PLCb3 inh	DDE Tn7 FP inh	ADAM10 inh	Tn6 DDE FP	ARFGAP1 inhibitor	PLCg1 inh	SIAE inh	ASAP1 GAP inh
CCOC(=O)CNc1nc(Cl)nc(NC(C)(C)C)n1	1	-4	1	6	-2	0	8	-1	-6	-7
CN(C(=O)COC(=O)c1cnc(Cl)c(Cl)c1)C1CCCCC1	1	-4	-3	4	-6	1	-3	0	-6	4
CC(/C=C/c1ccccc1)=N/NC(=O)C(O)c1ccccc1 (stereo not given)	4	-2	-2	-4	9	0	-3	0	5	4
Cn1c(Cl)c(C(=O)Nc2ccc(Cl)cc2)c2ccccc21	10	-1	0	3	6	0	5	0	-3	5
CC1=CN2CC(O)CN=C2C=C1 (stereo not given)	-3	-89	-49	-2	-266	-2	-4	-33	-1	-5
CCCCNC(=O)C1C(c2ccccc2)=Nc2ccccc2N1C(=O)c1ccc(C(F)(F)F)cc1 (stereo not given)	1	-3	-5	4	-7	3	-10	-2	-9	-2
O=C(Cc1ccc([N+](=O)[O-])cc1)Nc1ccc(Cl)cc1	-10	-2	-3	-1	-3	3	5	0	3	9
COc1ccc(COc2cc(-c3cccc(OC)c3)nc3ccc(NC(=O)c4ccccc4)cc23)cc1	-6	-9	-25	-1	-33	4	1	-17	-75	13
CCCc1nc(SC)[nH]c(=O)c1C	-14	0	-1	-7	-2	-4	10	-2	0	0
COC(=O)/C=c1/s/c(=C(/C#N)C(=O)NCc2ccccc2)n(-c2ccccc2)c1=O	9	1	-2	-2	-7	2	-1	-6	-5	-7
COC(=O)Cc1ccc(OC(=O)C2CCN(S(=O)(=O)c3ccc(OC)c(OC)c3)CC2)cc1	4	3	-5	-1	0	-5	-7	-2	3	-4
Cc1ccc(/C=C/c2nc3ccccc3c(=O)n2CCc2ccccc2)cc1	1	2	2	2	6	2	-6	0	4	-3
CC(C)(C)NC(=O)COc1ccc(CNCc2ccccn2)cc1	-11	-3	-6	7	5	6	4	-1	-2	-18
Cc1ccccc1CN1CCc2c(OCC(=O)N3CCCCC3)cccc2C1=O	-1	-4	-3	-5	-3	-7	6	0	-6	0
CCOC(=O)CN1CC23C=CC(O2)C(C(=O)NCc2ccc(C)cc2)C3C1=O (stereo not given)	6	-7	-4	11	-5	-1	15	5	-6	9
COCCCC1CCN(C(=O)C2CCC(=O)N(Cc3ccccc3F)C2)CC1 (stereo not given)	-3	-2	0	2	-3	5	-9	-1	4	3
CCCC1(c2ccccc2)NC(=O)N(CC(=O)Nc2ccc3c(c2)OCCO3)C1=O (stereo not given)	1	2	-5	3	-1	2	5	2	10	6
COc1cc(S(=O)(=O)N(Cc2ccco2)C2CCCC2)ccc1-n1cnnn1	8	0	0	-5	3	0	12	1	0	18
CC(NC(=O)c1cccc(S(=O)(=O)N2CCN(Cc3ccccc3)CC2)c1)c1ccccc1Cl (stereo not given)	-7	3	-6	-3	13	-1	11	1	-17	2
CCOC(=O)C1=CCN(S(=O)(=O)c2ccc(C)cc2)C1c1ccc(Br)cc1 (stereo not given)	-6	5	2	-6	2	2	5	2	5	-11
COc1ccc(NC(=S)N2CCN(S(C)(=O)=O)CC2)cc1OC	8	-4	-7	-3	0	-6	9	-16	9	8
C=CCn1c(SCC(=O)NCCc2ccccc2)nnc1C(C)NC(=O)c1cccs1 (stereo not given)	0	0	6	0	-5	8	1	-1	6	0
Cc1ccc(NC(=O)c2ccc3nc[nH]c3c2)cc1C	1	-2	3	9	2	-1	4	2	3	-3
COc1ccccc1CNc1nc(Nc2cccc(-c3cnco3)c2)c2sccc2n1	-5	-11	-41	6	-21	-4	6	-27	4	10
CCOC(=O)c1cc2c(=O)n3ccccc3nc2n(Cc2ccc(Cl)cc2)c1=N	4	-76	-43	3	-184	5	2	-24	-5	-4
NC(=O)COc1ccc(NS(=O)(=O)Cc2ccccc2)cc1	12	-6	-8	3	-8	-1	-3	-2	-2	-1
CCCCONc1ncnc2nonc12	-10	1	5	-6	-2	5	4	0	8	-4
O=c1ccn([C@@H]2O[C@H](CNCc3ccc(-n4cccn4)cc3)[C@@H](O)[C@H]2O)c(=O)[nH]1	1	-2	2	1	-10	7	-4	2	-3	5
COc1ccc2c(c1)OC(c1ccccc1)(C(F)(F)F)NC2=O (stereo not given)	1	4	6	-1	7	-6	-6	5	-2	-10
Oc1ccc(/C=N/Nc2ccnc3cc(Cl)ccc23)c(O)c1O	0	2	-18	0	-3	-3	-1	-6	41*	0
O=C(COC(=O)C1COc2ccccc2O1)Nc1ccc2c(c1)CCC2 (stereo not given)	2	-2	2	-1	15	-4	4	0	-1	-16
COc1cc2[nH]c(=O)n(CCC(=O)N3CCN(c4cccc(C)c4C)CC3)c(=O)c2cc1OC	2	-3	-2	2	-5	6	6	-1	-1	4
C=CCn1c(=NC(=O)c2cc(-c3cccs3)nc3ccccc23)sc2cc(S(N)(=O)=O)ccc21	-7	-115	i	9	-279	1	8	i	-71	-9
O=S(=O)(NC1=NCCCCC1)c1ccc(F)cc1F	-3	-6	-6	5	-14	9	9	4	4	-7
CN1C(=O)C(C)(C)c2cc(S(=O)(=O)N3CCN(c4ccccc4F)CC3)ccc21	6	-5	-1	6	-14	-2	-6	-2	0	6
CCCCCn1c(CN2CCN(C(=O)c3ccco3)CC2)nc2c1c(=O)n(C)c(=O)n2C	-7	-5	-4	3	-5	-1	6	0	-3	3
Cc1ccc2c(C)c(C(=O)NCC3CCOCC3)oc2c1C	-3	-2	1	2	-13	-7	-4	1	-1	-1
O=C(NCCc1c[nH]c2ccccc12)OCc1cn(Cc2ccc(C(F)(F)F)cc2)nn1	3	3	-2	-1	8	11	·	-2	4	·
Cc1ccc(S(=O)(=O)NC(CC(=O)NCc2ccco2)c2ccco2)cc1 (stereo not given)	3	-2	-1	0	0	-4	1	-1	-7	-2
Cc1cc(C(=O)COC(=O)c2ccc(O)cc2)c(C)n1CC1CCCO1 (stereo not given)	-14	2	0	5	2	-2	-20	3	-6	-5
COc1cccc(C2NC(=O)c3sc(=S)n(-c4ccccc4)c3N2)c1 (stereo not given)	0	8	-2	2	-4	-2	-4	-3	3	5
CC(=O)N1CN(Cc2ccccn2)Cc2c1sc1c2CCCC1	-8	-8	-36	5	-21	-10	-7	-25	9	-2
COc1ccc(N2CCN(C(=O)NC(=O)c3ccccc3)CC2)cc1	20	-3	-4	-7	5	3	2	-10	7	-27
Brc1cnc2ccccc2c1N1CCCCC1	10	-6	-7	-1	1	4	4	0	-6	4
CC(NC(=O)C1CCCN1C(=O)OC(C)(C)C)C(=O)OCc1ccccc1 (stereo not given)	-13	3	8	-5	-3	1	-3	7	-3	-2
COCCN1CC(C(=O)NCc2ccccc2-n2ccnc2C)CCC1=O (stereo not given)	-4	-2	-8	2	-10	-6	-7	3	0	-7
CC(C)C(=O)c1cc2c(cc1NC(=O)c1cccs1)OCCO2	12	-3	-62	-6	2	-8	-8	-40	-7	-13
O=C1C2C3C=CC(CC3)C2C(=O)N1c1ccccc1F (stereo not given)	-5	-5	-2	-3	5	-2	-5	-2	-1	-14
CCN(CC)C(=O)Oc1nnc(SC(C)C)n1-c1ccc(Cl)c(Cl)c1	2	1	-3	1	2	-8	-1	3	6	-14
COC(=O)[C@H](C(C)C)N(CCCc1cn(Cc2ccccc2)nn1)S(=O)(=O)c1ccccc1Br	0	5	4	8	10	-6	·	1	4	·
COc1ccc(OC)c(Nc2ncnc3sc(-c4ccccc4)cc23)c1	-7	-44	-344	-1	-147	1	4	-133	-2	-1
CC1CC(C)CN(C(=O)COC(=O)/C=C/c2ccco2)C1 (stereo not given)	1	-2	-6	2	-7	-5	12	-4	5	0
O=C(NCc1ccccc1C(F)(F)F)C1CCC(=O)N(C2CC2)C1 (stereo not given)	-11	-1	0	1	4	4	-11	-1	1	-10
CCOC(=O)Cc1ccc(NCc2ccc(Cl)cc2)cc1	-12	-2	-11	0	-4	5	-2	-2	4	0
C#CCn1c(=NC(=O)c2ccc(S(=O)(=O)N3CCCc4ccccc43)cc2)sc2cc(S(N)(=O)=O)ccc21	2	2	-51	7	11	-8	4	-41	-130	-1
C=CCc1ccc(OCCOCCOc2ccc(C)cc2[N+](=O)[O-])c(OC)c1	-2	5	1	2	8	-1	7	0	1	-16
COc1ccc(NS(=O)(=O)c2cnc[nH]2)cc1	-2	1	-3	4	-1	1	-3	3	6	-8
O=C(Nc1ccc(-c2csc(Nc3ccccc3)n2)cc1)c1cccc(C(F)(F)F)c1	-9	4	-99	1	12	2	5	-76	5	16
O=C(O)c1nccnc1C(=O)Nc1ccc(Cl)cn1	-4	-4	-4	6	-2	6	3	0	1	7
O=C1CC(c2ccco2)CC(O)=C1C=Nc1ccccc1-c1ccccc1 (stereo not given)	-4	-2	-14	-5	-3	2	1	-7	27*	6

Ordered by length of the SMILES (descending): 3 of the compounds above
SMILES	TDP2 inh	ADAM17 inh	PLCb3 inh	DDE Tn7 FP inh	ADAM10 inh	Tn6 DDE FP	ARFGAP1 inhibitor	PLCg1 inh	SIAE inh	ASAP1 GAP inh
O=C(Nc1ccc(-c2csc(Nc3ccccc3)n2)cc1)c1cccc(C(F)(F)F)c1	-9	4	-99	1	12	2	5	-76	5	16
O=C1CC(c2ccco2)CC(O)=C1C=Nc1ccccc1-c1ccccc1 (stereo not given)	-4	-2	-14	-5	-3	2	1	-7	27*	6
COc1ccc(OC)c(Nc2ncnc3sc(-c4ccccc4)cc23)c1	-7	-44	-344	-1	-147	1	4	-133	-2	-1

Later entries.
SMILES	TDP2 inh	ADAM17 inh	PLCb3 inh	DDE Tn7 FP inh	ADAM10 inh	Tn6 DDE FP	ARFGAP1 inhibitor	PLCg1 inh	SIAE inh	ASAP1 GAP inh
O=S1(=O)CCC(N=Nc2c(O)n(Cc3ccccc3)c3ccccc23)C1 (stereo not given)	-11	-5	-8	2	-1	-9	5	5	0	7
COc1cc2c(cc1NC(=O)c1cccc([N+](=O)[O-])c1)oc1ccccc12	6	-1	0	3	0	5	-3	-1	-5	0
O=C1c2ccsc2SCCN1Cc1c(Cl)cccc1Cl	0	1	1	4	16	0	-2	3	1	2
CC1CC(C)CN(CCCNS(=O)(=O)c2ccc3c(c2)CCN3C(=O)C2CC2)C1 (stereo not given)	-1	-3	-7	-8	2	-4	3	1	-4	-8
CCc1ccc(S(=O)(=O)N2c3ccc(C)cc3C3CN(C)CCC32)cc1 (stereo not given)	-8	-4	-12	7	-5	0	5	4	2	4

Compounds as they come; any-hit rate near 3.6%.
